p53ts 39C tox: p53ts cell cytotoxicity, nonpermissive temperature; H1299-p53A138V viability at 39C, ATP luminescence, 24 h; Potency, µM (series often up to 46.1 µM), for the others: at the highest dose activity change, negative = cell killing, actives largely listed as cytotoxic; 1.5% of 130,000 active; AID 902; also: nearly all actives have a fitted effect of over 55% in size
p53ts 32C kill: kills p53ts cells at the permissive temperature; 0.93% of 130,000 active; Potency, µM (highest dose often 46.1 µM), for the others: top-dose activity change, negative = cytotoxicity, usual class: cytotoxic; H1299-p53A138V at 32C, ATP luminescence viability, 24 h;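 also: 0% = DMSO and -100% = full killing by reference compound; nearly all actives have a fitted effect of over 55% in size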
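Cells: H1299 p53ts (A138V), 600/well, pre-incubated 16–30 h at 37C. Cpd up to 46 uM, 24 h, 32C. Readout: ATPlite luminescence, 20 min RT. Normalization: DMSO vs tamoxifen 100 uM. AC50 by Hill equation.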
Peg3 imprint: inducers of genomic imprint erasure in mouse ES cells; mouse ES Peg3-LacZ reporter, beta-gal luminescence, 40 h; Potency, µM (series often up to 60.7 µM), without a hit: top-dose activity change, positive = activation, most hits filed as activators; 0.02% of 110,000 active;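 also: 0% = negative control wells on the plate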
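Imprint erasure is scored as LacZ activity from the silenced maternal Peg3 allele in feeder-free female ES cells cultured 40 h with LIF. Luminescence is normalized to in-plate negative controls and fitted to the Hill equation.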
IkB sig inh: inhibitors of IkB signaling in ABC-DLBCL cells; 0.04% of 110,000 active; Potency, µM (top dose mostly 57.1 µM), without a hit: at the top dose IkBa stabilization activation; ABC-DLBCL IkBa-CBG/CBR dual luciferase ratio, 4 h; response scale: scaled: untreated 0%, proteasome inhibitor 100%; active = well fitted curve in the direction sought with a large enough effect in the signal ratio, not every such curve was filed as active; inconclusive = small, poorly fitted or top-dose-only effect, or a change in a side signal; the % refers to the signal ratio;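 also: the direction sought is a rising ratio; 0% = basal untreated cells and 100% = reference inhibitor full response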
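In this assay, an IκBα–CBG68 fusion accumulates when IKK-driven degradation is blocked; native CBR normalizes for cell number. OCI-Ly3 cells were treated 4 h with compound and doxycycline, then green and red light read after Chroma-Glo addition.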
* hit, by the source's call; [ ] = another dose, or the depositor's remark. Unless noted, calls follow the shape of the dose curve; as a rule, active = well fitted curve in the direction sought with a large enough effect; inconclusive = small, poorly fitted or top-dose-only effect, or another doubt; inactive = no such curve, though single readings can be large; an effect the other way counts as inactive or inconclusive. Unless noted, % is scaled to controls: 0 for no effect and ±100 for the full control effect; potency is read from the fitted curve at half-maximal effect.

`N#C/C(=C\c1ccccc1)C(=O)Nc1sc2c(c1C(N)=O)CCC2` gave p53ts 39C tox 20%, p53ts 32C kill -3%, Peg3 imprint -9%[10.9 µM] and IkB sig inh 9.1%.
For Cc1cc(NS(=O)(=O)c2ccccc2)no1 the results were p53ts 39C tox -9%, p53ts 32C kill -6%, Peg3 imprint inconclusive and IkB sig inh -0.1%.
COc1ccccc1CNC(=O)CCC1N=C2c3ccccc3N=C(SCc3ccccc3Cl)N2C1=O (centres undefined) was read as p53ts 39C tox -11%, p53ts 32C kill 24%, Peg3 imprint -4%[10.9 µM] and IkB sig inh 3.7%.
Cn1c2ccccc2c2cnn(CC(=O)Nc3ccccc3F)c(=O)c21 was read as p53ts 39C tox -9%, p53ts 32C kill 2%, Peg3 imprint -11%[10.9 µM] and IkB sig inh -0.8%.
Screening Cc1cc(Cl)ccc1OCC(=O)N(Cc1ccco1)Cc1ccco1 returned p53ts 39C tox inconclusive, p53ts 32C kill -7%, Peg3 imprint -8%[10.9 µM] and IkB sig inh inconclusive.
For Cc1cc(C)cc(OCc2cc(=O)n3cc(C)sc3n2)c1 the results were p53ts 39C tox 8%, p53ts 32C kill -3%, Peg3 imprint -12%[10.9 µM] and IkB sig inh inconclusive.
`Cc1ccc(C(=O)CSc2nc3cc(C(=O)NC4CCCC4)ccc3c(=O)n2CC2CCCO2)c(C)c1` (centres undefined) gave p53ts 39C tox -21%, p53ts 32C kill 16%, Peg3 imprint 18%[10.9 µM] and IkB sig inh -1.6%.
CCc1ccc2[nH]c(=O)c(CN(CCN(CC)CC)C(=O)Nc3ccccc3OC)cc2c1 was read as p53ts 39C tox 5%, p53ts 32C kill -12%, Peg3 imprint -15% and IkB sig inh 3.6%.
For c1ccc(-c2noc(-c3ccco3)n2)nc1 the results were p53ts 39C tox inconclusive, p53ts 32C kill -30%, Peg3 imprint -91%[inhibitor] and IkB sig inh inconclusive.
Screening Cc1nc2ccn(Cc3ccco3)c(=O)c2cc1C(=O)Nc1ccc(F)cc1 returned p53ts 39C tox -18%, p53ts 32C kill -17%, Peg3 imprint 7%[10.9 µM] and IkB sig inh inconclusive.
`CCc1cc(=O)oc2c(C)c3c(cc12)CN(CCc1ccccc1OC)CO3` gave p53ts 39C tox -5%, p53ts 32C kill 5%, Peg3 imprint -9%[10.9 µM] and IkB sig inh inconclusive.
COc1ccc(-n2c(Cc3cccn3C)nnc2SCC(=O)NCCc2ccccc2)cc1 was read as p53ts 39C tox -9%, p53ts 32C kill 5%, Peg3 imprint -23% and IkB sig inh 2.0%.
Screening CC(C)n1nnnc1SCC(=O)NCc1ccco1 returned p53ts 39C tox 4%, p53ts 32C kill 0%, Peg3 imprint 2% and IkB sig inh 0.6%.
For N#CCCn1c(=O)cnc2cnc(Nc3ccccc3)nc21 the results were p53ts 39C tox 3%, p53ts 32C kill -1% and IkB sig inh 1.6%[11.4 µM].
For Cc1[nH]c2ccc(C(=O)Nc3ccc(F)cc3)cc2c1C the results were p53ts 39C tox -25%, p53ts 32C kill -10%, Peg3 imprint -6%[10.9 µM] and IkB sig inh inconclusive.
For Cc1cccc(CC(=O)N2CC(=O)Nc3ccc(Br)cc3C2c2ccc(F)cc2)c1 (centres undefined) the results were p53ts 39C tox -8%, p53ts 32C kill 4%, Peg3 imprint 17%[10.9 µM] and IkB sig inh inconclusive.
For COc1ccccc1C(=O)NC1(C(F)(F)F)C(=O)NC(C)=C1C#N (centres undefined) the results were p53ts 39C tox -2%, p53ts 32C kill -4%, Peg3 imprint -4%[10.9 µM] and IkB sig inh 0.9%.
For O=C(COc1ccccc1)NCc1ccc2c(c1)CCN2C(=O)c1ccc(Cl)cc1 the results were p53ts 39C tox -19%, p53ts 32C kill 0%, Peg3 imprint -8%[10.9 µM] and IkB sig inh 1.3%.
For CCOC(=O)N1CCN(C(=O)c2ccc3nc4ccc(Cl)cc4c(=O)n3c2)CC1 the results were p53ts 39C tox 9%, p53ts 32C kill -4%, Peg3 imprint -2% and IkB sig inh -0.3%.
`CCCOC(=O)CSc1ncnc2sc3c(c12)CCC(C)C3` (centres undefined) gave p53ts 39C tox 6%, p53ts 32C kill 2%, Peg3 imprint -8%[10.9 µM] and IkB sig inh -4.1%.
`CCOC(=O)Cn1ncc2c(=O)oc3ccccc3c21` gave p53ts 39C tox -7%, p53ts 32C kill -1%, Peg3 imprint -6% and IkB sig inh -0.4%.
COCCNC(=O)c1csc2c1CCCC2 was read as p53ts 39C tox -2%, p53ts 32C kill 3%, Peg3 imprint -16% and IkB sig inh -0.6%.
Screening COc1cc(Cl)c(C)cc1Nc1nnc(-n2nc(C)cc2C)c2ccccc12 returned p53ts 39C tox -10%, p53ts 32C kill 0%, Peg3 imprint -7%[10.9 µM] and IkB sig inh 2.1%.
Screening CC(C)(Oc1ccc(Cl)cc1)C(=O)Nc1nc2ccc(S(C)(=O)=O)cc2s1 returned p53ts 39C tox -17%, p53ts 32C kill -15%, Peg3 imprint -5%[10.9 µM] and IkB sig inh inconclusive.
For COc1ccccc1NC(=O)C1CCN(C(=O)c2sc3nc[nH]c(=O)c3c2C)CC1 the results were p53ts 39C tox -29%, p53ts 32C kill 6%, Peg3 imprint 11%[10.9 µM] and IkB sig inh -2.4%.
COc1ccc(S(=O)(=O)N2CCN(c3ccc4nnc(-c5ccc(F)cc5)n4n3)CC2)cc1 was read as p53ts 39C tox -6%, p53ts 32C kill -2%, Peg3 imprint -21% and IkB sig inh 5.6%.
For COc1ccc(NC(=O)CN2CCN(c3ccccc3F)CC2)cc1 the results were p53ts 39C tox 6%, p53ts 32C kill 1%, Peg3 imprint -7% and IkB sig inh -2.6%.
COc1ccc(CCNC(=O)NC(C(F)(F)F)C(F)(F)F)cc1OC was read as p53ts 39C tox 7%, p53ts 32C kill 9%, Peg3 imprint 29% and IkB sig inh -0.1%.
For CCOc1ccc(N(CC)C(=O)c2noc3c2COc2ccc(C)cc2-3)cc1 the results were p53ts 39C tox inconclusive, p53ts 32C kill -5%, Peg3 imprint -10%[10.9 µM] and IkB sig inh -0.6%.
`CCOC(=O)c1cccc(NC(=O)CCc2c(C)nn(-c3ccc(N4CCCC4)nn3)c2C)c1` gave p53ts 39C tox -5%, p53ts 32C kill -5%, Peg3 imprint -7%[10.9 µM] and IkB sig inh -1.1%.

As a short view, 4 of the compounds above.
For COc1ccc(NC(=O)CN2CCN(c3ccccc3F)CC2)cc1 the results were p53ts 39C tox 6%, p53ts 32C kill 1%, Peg3 imprint -7% and IkB sig inh -2.6%.
COc1ccc(CCNC(=O)NC(C(F)(F)F)C(F)(F)F)cc1OC was read as p53ts 39C tox 7%, p53ts 32C kill 9%, Peg3 imprint 29% and IkB sig inh -0.1%.
For CCOc1ccc(N(CC)C(=O)c2noc3c2COc2ccc(C)cc2-3)cc1 the results were p53ts 39C tox inconclusive, p53ts 32C kill -5%, Peg3 imprint -10%[10.9 µM] and IkB sig inh -0.6%.
`CCOC(=O)c1cccc(NC(=O)CCc2c(C)nn(-c3ccc(N4CCCC4)nn3)c2C)c1` gave p53ts 39C tox -5%, p53ts 32C kill -5%, Peg3 imprint -7%[10.9 µM] and IkB sig inh -1.1%.

(next part)
For CCCCNC(=O)C1CCCN1C(=O)Nc1cccc(OC)c1 (centres undefined) the results were p53ts 39C tox 3%, p53ts 32C kill 4%, Peg3 imprint -3% and IkB sig inh 0.3%.
N#C/C(=C/c1ccc(O)cc1)c1nc(-c2ccc(-c3ccccc3)cc2)cs1 was read as p53ts 39C tox inconclusive, p53ts 32C kill -17%, Peg3 imprint -19%[10.9 µM] and IkB sig inh inconclusive.
`CN(C)c1ccc2c(O)cc(=O)n(C)c2c1` gave p53ts 39C tox 0%, p53ts 32C kill 3%, Peg3 imprint -5% and IkB sig inh 1.1%.
`Cc1cc(NC(=O)CCC(=O)N(CC(=O)NC2CCCC2)Cc2ccccc2Cl)no1` gave p53ts 39C tox 0%, p53ts 32C kill 5%, Peg3 imprint -1% and IkB sig inh -0.1%.
`O=C(Nc1cccc(C(F)(F)F)c1)c1cc(S(=O)(=O)N2CCCCC2)ccc1N1CCOCC1` gave p53ts 39C tox -10%, p53ts 32C kill 2%, Peg3 imprint -11% and IkB sig inh 1.1%.
CC1CN(c2nc3c(c(=O)n(Cc4ccc(Cl)cc4)c(=O)n3C)n2C)CC(C)O1 (centres undefined) was read as p53ts 39C tox 2%, p53ts 32C kill -12%, Peg3 imprint -10% and IkB sig inh inconclusive.
For COC(=O)C1=C(C)Nc2nnnn2C1c1cc(OC)ccc1OC (centres undefined) the results were p53ts 39C tox 6%, p53ts 32C kill 1%, Peg3 imprint -2% and IkB sig inh 1.1%.
CCOc1ccc(CNC(=O)c2ccc3[nH]c(C)c(C)c3c2)cc1OC was read as p53ts 39C tox -16%, p53ts 32C kill 0%, Peg3 imprint -8%[10.9 µM] and IkB sig inh -1.2%.
CC(C)NC(=O)c1cc(C(=O)c2cc(Cl)ccc2O)coc1=N was read as p53ts 39C tox -24%, p53ts 32C kill -2%, Peg3 imprint -6% and IkB sig inh inconclusive.
`CCCCN(CC)CCCNC(=O)CS(=O)(=O)Cc1nc(-c2ccc(C)cc2)oc1C` gave p53ts 39C tox -20%, p53ts 32C kill -6%, Peg3 imprint -13%[10.9 µM] and IkB sig inh inconclusive.
Screening Cc1ccc(Nc2c(-c3ccc(N4CCOCC4)cc3)nc3ncccn23)cc1 returned p53ts 39C tox -19%, p53ts 32C kill 2%, Peg3 imprint inconclusive and IkB sig inh -2.1%.
For Cn1nc(CC(=O)N2CCN(c3ccccc3)CC2)c2ccccc2c1=O the results were p53ts 39C tox -4%, p53ts 32C kill 11%, Peg3 imprint -11% and IkB sig inh inconclusive.
`Cc1sc(NC(=O)CSc2nc(N)n(CC(=O)c3ccccc3)n2)c(C#N)c1C` gave p53ts 39C tox -7%, p53ts 32C kill 2%, Peg3 imprint inconclusive and IkB sig inh 1.2%.
CCOC(=O)c1c(S(=O)(=O)NCC(=O)NCc2ccccc2Cl)c(C)n(C)c1C was read as p53ts 39C tox -15%, p53ts 32C kill -11%, Peg3 imprint -14%[10.9 µM] and IkB sig inh 1.3%.
`Cc1cc(=O)n(Cc2cccc(Br)c2)c2c1c(C)nn2-c1ccccc1` gave p53ts 39C tox -2%, p53ts 32C kill 4%, Peg3 imprint -10%[10.9 µM] and IkB sig inh -2.6%.
`COc1cccc(CNC(=O)CN2C(=O)CSc3c2c(C)nn3-c2ccccc2)c1OC` gave p53ts 39C tox -29%, p53ts 32C kill 1%, Peg3 imprint -9%[10.9 µM] and IkB sig inh inconclusive.
Screening Cc1nc2ccc(NC(=O)C3CCN(S(=O)(=O)c4cccs4)CC3)cc2s1 returned p53ts 39C tox -4%, p53ts 32C kill 5%, Peg3 imprint -17% and IkB sig inh 0.9%.
For COc1ccccc1NC(=O)NCc1cccn1Cc1ccccc1 the results were p53ts 39C tox 24%, p53ts 32C kill 22%, Peg3 imprint -13%[10.9 µM] and IkB sig inh 0.8%.
For CCn1c(COc2ccccc2C)nnc1SCC(=O)N1CCCCC1 the results were p53ts 39C tox 3%, p53ts 32C kill -3%, Peg3 imprint -9% and IkB sig inh 1.0%.
`CCCCCC(=O)N1CCN(CCN=CC2=C(O)CC(c3ccc(OC)c(OC)c3)CC2=O)CC1` (centres undefined) gave p53ts 39C tox 9%, p53ts 32C kill 1%, Peg3 imprint -10% and IkB sig inh -2.3%.
Screening CCOc1ccc(-c2cc(NC(=O)c3ccccc3)c(C(=O)OC)s2)cc1 returned p53ts 39C tox 1%, p53ts 32C kill 2%, Peg3 imprint -5%[10.9 µM] and IkB sig inh 0.2%.
`CCOC(=O)C1CCN(S(=O)(=O)c2ccc(-n3cnnn3)c(C)c2)CC1` gave p53ts 39C tox 12%, p53ts 32C kill -4%, Peg3 imprint -6% and IkB sig inh 0.3%.
For Cc1ccc(C(=O)NCCCNCCCN(C)C)cn1 the results were p53ts 39C tox -9%, p53ts 32C kill -2%, Peg3 imprint 2% and IkB sig inh 0.4%.

Screening data: PubChem BioAssay, National Center for Advancing Translational Sciences (NCATS)
